Salmonella PhoP GFP – PhoP regulon inhibitors, Salmonella typhi PhoP promoter GFP reporter, confirmatory (AID 1850); Salmonella Typhi PhoP-promoter GFP reporter, fluorescence, 4 h; higher % means a stronger effect; inhibition, % at 50 µM; hits with a dose series show IC50 in µM; actives 0.33% (n = 310,000); in the data active = a potency from the dose series; inconclusive = inhibition mostly from about 25% at the one dose, without a potency; inactive = the rest, 99 in 100 with inhibition below about 19%;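 note: 0% = induced wells with vehicle and 100% = uninduced wells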
H1N1 NS1A inhibition – H1N1 influenza NS1A inhibitors, functional cell based assay (AID 504329). actives 0.3% (n = 340,000). NS1A functional cell-based assay, percent inhibition; higher % means a stronger effect. inhibition, % at 12.5 µM, or IC50 in µM where a hit was titrated; in the data active = a potency from the dose series; inconclusive = inhibition above about 27% without an active follow-up result; note: strong numbers were not always called active
tuberculosis growth – growth inhibition of non-replicating M. tuberculosis (AID 488890) | Mycobacterium tuberculosis non-replicating, growth inhibition; higher % means a stronger effect | one-dose inhibition, % at 25 µM; IC50 in µM for titrated hits | actives 0.39% (n = 320,000); in the data active = a potency from the dose series; inconclusive = inhibition mostly from about 82% at the one dose, without a potency; inactive = the rest, 99 in 100 with inhibition below about 76%;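 note: plate controls were DMSO cells for no effect and high antibiotic wells for full effect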
VEEV TC-83 Vero – inhibitors of VEEV TC-83 cytopathic effect, confirmation, Vero cells (AID 588727) | Vero cells, VEEV TC-83 cytopathic effect inhibition; higher % means a stronger effect | one-dose inhibition, % at 20 µM; IC50 in µM for titrated hits | actives 0.13% (n = 350,000); in the data active = a potency from the dose series; inconclusive = inhibition mostly from about 14% at the one dose, without a potency; inactive = the rest, 99 in 100 with inhibition below about 12%; note: strong numbers were not always called active
H37Rv inhibition – M. tuberculosis growth inhibition, HTS (AID 449762). M. tuberculosis H37Rv growth inhibition, 7H9 media; higher % means a stronger effect. inhibition, % at 25 µM; hits with a dose series show IC50 in µM. actives 0.59% (n = 330,000); in the data active = a potency from the dose series; inconclusive = inhibition above about 70% without an active follow-up result;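 note: bacterial growth assessed after seven days of incubation; strong numbers were not always called active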
VEEV TC-83 Vero 10K pilot screen – recorded beside VEEV TC-83 Vero, whose call it bears; inhibition, %; measured here: 10K pilot screen inhibition
An asterisk follows results filed as active; i = inactive; ? = inconclusive; · = no result given.

SMILES	Salmonella PhoP GFP	H1N1 NS1A inhibition	tuberculosis growth	VEEV TC-83 Vero	H37Rv inhibition	others
CC1CC1C(=O)Nc1ccc(-c2ccccc2)cc1 (stereo not given)	-4%	2%	78%	2.0%	?
CCOC(=O)c1c(-c2ccc(OC)c(OC)c2)csc1NC(=O)C1CCCO1 (stereo not given)	9%	0%	14%	9.3%	3%
CC(=O)OCC(=O)C1(O)CCC2C3CCC4=CC(=O)CCC4(C)C3C(O)CC21C (stereo not given)	·	0%	·	0.1%	·
COc1ccc(Cc2c(N)nc(N)nc2N)cc1	-2%	-6%	-4%	i	4%
O=C(Cn1c(=O)c2cccn2c2cccnc21)NCCCN1CCN(c2ccc(F)cc2)CC1	7%	-1%	16%	i	6%
CC(C)c1nnc(NC(=O)CCC(=O)NCC2CCCO2)s1 (stereo not given)	-11%	1%	-2%	0.7%	-4%
O=C(NC1CCCCC1)NC1CC2CCC(C1)N2Cc1nnnn1Cc1ccc2c(c1)OCO2 (stereo not given)	5%	-24%	15%	3.8%	1%
COc1ccc(NC(=O)c2cnn(-c3ccccc3)c2C)cc1OC	-7%	-11%	8%	2.0%	-1%
COc1ccc([C@@H]2CC=C(C(=O)O)[C@H](c3cccc(Cl)c3)N2S(=O)(=O)c2ccc(C)cc2)cc1OC	2%	3%	8%	1.0%	-6%
O=C(CC1C(=O)NCCN1C/C=C/c1ccccc1)NCCCC1CCCC1 (stereo not given)	12%	0%	34%	0.6%	13%
Cc1onc(NC(=O)NC(=O)c2c(Cl)cccc2Cl)c1Br	-4%	0%	-5%	4.2%	8%
COc1cccc(OCc2nnc(SCc3cc(=O)[nH]c4ccccc34)o2)c1	3%	0%	-8%	8.2%	7%
Cn1c(N)c(C(=O)CSc2nc3ccccc3n2-c2ccccc2)c(=O)n(C)c1=O	-6%	-6%	2%	0.3%	9%
Cc1cccc(N2CCN(C(=O)COc3ccc4c(c3)CCC4)CC2)c1C	-3%	5%	66%	1.1%	4%
CCCn1c(SC(C)C(=O)O)nc2ccccc21 (stereo not given)	-1%	-7%	-5%	5.4%	-7%
O=C(Nc1ccc2c(c1)OCCO2)c1c(F)c(F)c(F)c(F)c1F	-8%	-4%	20%	3.8%	-2%
c1ccn(-c2ccc(-c3ccn[nH]3)cc2)c1	44%	2%	9%	1.8%	-1%
Cc1ccc(C(=O)N/C(=C/c2cccs2)C(=O)N2CCCCC2)cc1	2%	-6%	?	0.1%	3%
Cc1ccc(C(=O)CCNc2ccc(Cl)cc2)o1	-24%	0%	?	1.7%	6%	VEEV TC-83 Vero 10K pilot screen=0.5
CS(=O)(=O)Nc1ccc(OCc2ccccc2)cc1	0%	7%	12%	i	3%
COc1ccc(OCC(=O)OCC(=O)N2CC(=O)Nc3ccccc32)cc1	4%	10%	4%	i	-2%
Cc1c(NC(=O)Cn2nc(C(=O)O)c3ccccc3c2=O)c(=O)n(-c2ccccc2)n1C	-3%	-13%	-14%	1.3%	-5%
Cc1cc(C(=O)N2CCN(S(=O)(=O)c3ccccc3F)CC2)c(C)o1	-1%	1%	7%	1.4%	-13%
Oc1c(C=NCc2ccccc2)sc2ccccc12	-9%	22%	11%	0.5%	2%
Cc1cc(C)cc(N(C(C)C(=O)Nc2c(C)n(C)n(-c3ccccc3)c2=O)S(C)(=O)=O)c1 (stereo not given)	-1%	-5%	-1%	1.0%	-6%

Continued.
SMILES	Salmonella PhoP GFP	H1N1 NS1A inhibition	tuberculosis growth	VEEV TC-83 Vero	H37Rv inhibition	others
O=C(Cc1nc(-c2ccc([N+](=O)[O-])cc2)cs1)Nc1ccccc1	1%	8%	78%	1.4%	-2%
COc1cccc(C(=O)OC(C)CN2CCCC2)c1 (stereo not given)	6%	-2%	5%	1.5%	1%
COc1ccc(/C(O)=C2\C(=O)C(=O)N(c3cc(C)on3)C2c2ccccc2OC)cc1C (stereo not given)	3%	11%	28%	0.0%	-3%
COc1cc(OC)cc(C(=O)N[C@H](C(=O)OCC(=O)c2ccc(F)cc2)C(C)C)c1	-17%	-1%	15%	2.0%	11%
CC1=CC(C)[C@H](/C=N/n2c(=O)[nH]c3c([nH]c4ccc(C)cc43)c2=O)C(C)C1 (stereo not given in full)	-35%	11%	15%	2.0%	10%
CCOC(=O)c1cc(-c2ccc(OC)cc2)nc2c1c(C)nn2CCC#N	-7%	-13%	17%	i	17%
CCOc1cc(C2NC(=O)CCC2[N+](=O)[O-])cc(Br)c1OC (stereo not given)	-15%	-17%	-6%	2.5%	-12%
CCCOc1ccc(-c2nnc(-c3cccs3)o2)cc1	12%	1%	78%	0.8%	9%
Cc1cccc2c(CC(=O)Nc3ccccc3)noc12	-2%	-3%	-16%	i	-4%
C=CCn1c(SCC(=O)N2CCc3ccccc3C2)nc2ccccc2c1=O	-7%	4%	5%	10%	4%
COc1cc(/C=N/NC(=O)CCC(=O)Nc2ccc(C)cc2)ccc1O	4%	-4%	3%	0.3%	-7%
Cc1nn(CC(C)C)c(Cl)c1C(=O)N(c1ccc(Cl)cc1F)S(C)(=O)=O	8%	3%	4%	5.1%	2%
Cc1cc2c(N)cccc2nn1	0%	13%	26%	i	-3%
CCCCCc1nc2ccccc2c(=O)n1N	0%	-8%	31%	i	-3%
O=C1N[C@@H](c2ccccc2)COC(=O)[C@H](Cc2ccc(F)cc2)CC/C=C/C[C@H]1CC(=O)N(CCO)Cc1ccccc1	·	-21%	58%	1.5%	6%
CC1(C)Cc2c(sc3ncn4nc(CCC(=O)O)c(=O)nc4c23)CO1	-3%	28%	-4%	0.8%	2%
COC(=O)c1c(N)c(C#N)c2n1CCCCC2	4%	6%	1%	4.2%	-3%
COc1cccc(/C=N/NC(=O)CCCC(=O)Nc2ccc(Br)cc2)c1	6%	-1%	6%	0.8%	-7%	VEEV TC-83 Vero 10K pilot screen=1.4
O=C(NCCNC1CCCCC1)c1ccco1	14%	-2%	·	0.2%	-3%
CCCCN(Cc1ccccc1)C(=O)C1CCN(S(=O)(=O)c2c(C)noc2C)CC1	-11%	5%	-1%	1.3%	0%
Cc1ccccc1NC(=O)CSc1nc(N)c(C#N)cc1C#N	0%	7%	4%	0.7%	-3%	VEEV TC-83 Vero 10K pilot screen=0.4
CCCCOc1ccc(CSCCN)cc1Cl	12%	2%	i	3.9%	-1%
O=C(CCc1nnc2ccc(NCc3ccco3)nn12)N1CCN(c2ccccc2)CC1	1%	12%	30%	0.5%	-5%
CC[C@H]1CC2CN3CCc4c([nH]c5cc(OC)ccc45)[C@](C(=O)OC)(C2)[C@H]13	5%	·	28%	·	1%
CCN(CC)S(=O)(=O)N1CCN(S(=O)(=O)N2CCOCC2)CC1	1%	6%	-15%	4.5%	-10%

3 compounds from above, ordered by formula weight, high to low.
SMILES	Salmonella PhoP GFP	H1N1 NS1A inhibition	tuberculosis growth	VEEV TC-83 Vero	H37Rv inhibition	others
COc1cccc(/C=N/NC(=O)CCCC(=O)Nc2ccc(Br)cc2)c1	6%	-1%	6%	0.8%	-7%	VEEV TC-83 Vero 10K pilot screen=1.4
C=CCn1c(SCC(=O)N2CCc3ccccc3C2)nc2ccccc2c1=O	-7%	4%	5%	10%	4%
Cc1ccccc1NC(=O)CSc1nc(N)c(C#N)cc1C#N	0%	7%	4%	0.7%	-3%	VEEV TC-83 Vero 10K pilot screen=0.4

Fetched by structure from above:
SMILES	Salmonella PhoP GFP	H1N1 NS1A inhibition	tuberculosis growth	VEEV TC-83 Vero	H37Rv inhibition	others
C=CCn1c(SCC(=O)N2CCc3ccccc3C2)nc2ccccc2c1=O	-7%	4%	5%	10%	4%
Oc1c(C=NCc2ccccc2)sc2ccccc12	-9%	22%	11%	0.5%	2%
COc1cc(/C=N/NC(=O)CCC(=O)Nc2ccc(C)cc2)ccc1O	4%	-4%	3%	0.3%	-7%
O=C(Cc1nc(-c2ccc([N+](=O)[O-])cc2)cs1)Nc1ccccc1	1%	8%	78%	1.4%	-2%
CCCCOc1ccc(CSCCN)cc1Cl	12%	2%	i	3.9%	-1%

Next section:
SMILES	Salmonella PhoP GFP	H1N1 NS1A inhibition	tuberculosis growth	VEEV TC-83 Vero	H37Rv inhibition	others
CC(C)(C)NC(=O)COC(=O)c1nsc(Cl)c1Cl	0%	0%	3%	0.9%	-3%
OC(CNCC1COc2ccccc2O1)COc1ccc(Cl)cc1 (stereo not given)	6%	-18%	78%	0.1%	14%
Cc1ccc(C)c2nc(SCC(=O)NCc3cccs3)c(C#N)cc12	1%	3%	-19%	0.9%	-1%
COc1ccc(C(CNC(=O)c2ccc(-c3cccc(C(F)(F)F)c3)o2)N2CCOCC2)cc1 (stereo not given)	-1%	7%	1%	8.0%	?
[N-]=[N+]=CC(=O)OC[C@H](N)C(=O)O	1%	1%	-14%	0.8%	-14%
CC1(C)CC(NC(=O)C2CCCCC2C(=O)O)CC(C)(C)N1 (stereo not given)	-43%	-1%	9%	0.8%	8%
O=C(CCCN1C(=O)/C(=C/c2ccccc2Cl)SC1=S)N1CCCC1	-10%	19%	?	3.1%	?
CC(=O)c1cccc(NC(=O)CN(C)S(=O)(=O)c2cccc3nsnc23)c1	-12%	-8%	-17%	2.2%	4%
O=C(Cc1ccccc1)Nc1cccc(-c2nnc(-c3ccco3)o2)c1	5%	-8%	29%	7.3%	-2%
O=C(Nc1cccc(S(=O)(=O)N2CCCCCC2)c1)C1CCN(C(=O)c2ccc(F)cc2)CC1	3%	-7%	6%	7.5%	19%
Cc1ccc2c(C)c(C(=O)NCCN3CCOC3=O)oc2c1C	2%	-4%	-7%	6.4%	-2%
Cc1nc(NCCN)c(C#N)c2c1COC(C)(C)C2	5%	-19%	-3%	i	-1%
O=C(CSc1nc(=O)n2ccccc2n1)Nc1ccc2c(c1)OCO2	10%	-6%	-16%	1.7%	-8%
O=S(=O)(NCCc1ccc(F)cc1)c1cccc2cccnc12	1%	·	-5%	0.3%	-1%
Cc1ccc(S(=O)(=O)NC(=O)NCCCN2CCOCC2)cc1	13%	4%	7%	0.7%	-3%
Cc1ccc(NC(=O)CSc2nc(N)c3c4c(sc3n2)CSC(C)(C)C4)cc1	-6%	-6%	51%	4.7%	?
Cn1c(CNc2nc3ccccc3n2C)nc2ccccc21	0%	-11%	36%	0.1%	-1%
COc1cccc(C(=O)CSc2nc3cccnc3n2C)c1	-1%	4%	11%	7.1%	3%
CC(C)C(C(=O)Nc1ccccc1)N1C(=O)c2ccccc2C1=O (stereo not given)	·	2%	·	0.9%	5%
CCOCCCNCc1cccc(OC)c1	-3%	-1%	-9%	i	-3%
N/C(=N\OC(=O)Cc1cccs1)c1ccc(Cl)cc1	4%	-23%	70%	0.9%	6%
CCC(Sc1nc(C)cc(C)n1)C(=O)Nc1ccc(Cl)cn1 (stereo not given)	-4%	-15%	19%	3.3%	-1%
Cc1cc(NC(=O)c2ccccc2)nc(C)n1	11%	-6%	-10%	0.8%	-5%
CCOc1ccc2nc(SCC(=O)c3ccc(O)cc3O)sc2c1	-4%	1%	-7%	1.1%	1%
CCOc1ccc(NC(=O)N2CCN(c3nc4ccccc4s3)CC2)cc1	2%	3%	-3%	0.9%	-7%
CCN(C(=O)C(C)Cl)c1ccccc1 (stereo not given)	-19%	-2%	-6%	1.1%	6%
COc1ccc(Cl)cc1/C=N/NC(=O)c1c(-c2ccccc2)noc1C	-5%	-3%	31%	6.9%	5%
C=CCNC(=O)c1cc(-c2ccc3c(c2)OCO3)on1	-6%	-10%	34%	0.8%	-12%
Cc1ccc(C)c(NC(=O)COC(=O)COc2cccc3c2OC(C)(C)C3)c1	-6%	-2%	-9%	0.9%	3%

Structures listed so far that contain a COOH group, in the order listed:
SMILES	Salmonella PhoP GFP	H1N1 NS1A inhibition	tuberculosis growth	VEEV TC-83 Vero	H37Rv inhibition	others
COc1ccc([C@@H]2CC=C(C(=O)O)[C@H](c3cccc(Cl)c3)N2S(=O)(=O)c2ccc(C)cc2)cc1OC	2%	3%	8%	1.0%	-6%
CCCn1c(SC(C)C(=O)O)nc2ccccc21 (stereo not given)	-1%	-7%	-5%	5.4%	-7%
Cc1c(NC(=O)Cn2nc(C(=O)O)c3ccccc3c2=O)c(=O)n(-c2ccccc2)n1C	-3%	-13%	-14%	1.3%	-5%
CC1(C)Cc2c(sc3ncn4nc(CCC(=O)O)c(=O)nc4c23)CO1	-3%	28%	-4%	0.8%	2%
[N-]=[N+]=CC(=O)OC[C@H](N)C(=O)O	1%	1%	-14%	0.8%	-14%
CC1(C)CC(NC(=O)C2CCCCC2C(=O)O)CC(C)(C)N1 (stereo not given)	-43%	-1%	9%	0.8%	8%

Compound activity from PubChem.
